ASK1 primary: human ASK1 kinase inhibition, primary screen; AlphaScreen MKK6 phosphorylation by ASK1, luminescence; inhibition, % at 7.44 µM; 22,000 tested, 0.99% active; in the data active = inhibition above about 35%;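 note: 0% = median of compound wells and 100% = no enzyme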
ULK1 inh: inhibitors of human ULK1 kinase | AID 1259251 | inhibition, % at 5.96 µM | AlphaScreen Atg13 phosphorylation by ULK1, luminescence | 30,000 tested, 1.9% active; in the data active = inhibition above about 43%;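 note: 0% = median of compound wells and 100% = no enzyme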
Active calls of the source: *; / = no result given.

Sequence of screens: ASK1 primary | ULK1 inh
1. CN1CCC(N(C(=O)COCC(=O)O)C2CC2)CC1
  / | 3
2. CCN(CC)C(=O)C1CCCN(c2nc(C)cc(Nc3ccc(NC(C)=O)cc3)n2)C1 (stereo unspecified)
  -5 | 0
3. CS(=O)(=O)Nc1ccc(-c2ccnc(Nc3ccc(-n4cncn4)cc3)n2)cc1
  7 | 67*
4. COc1cc(Nc2ncc(C)c(NCCO)n2)cc(OC)c1OC
  2 | 14
5. O=C1CCCN1CCCNc1nc(Nc2cccnc2)nc2c1ncn2C1CCCCC1
  10 | 8
6. C[n+]1ccccc1C=NO
  / | 2
7. CCCCCCn1c(SCC(=O)Nc2ccccc2)nc2c1c(=O)[nH]c(=O)n2C
  / | -7
8. OCCNc1nc(-c2ccc(N3CCOCC3)nc2)nc2c1ncn2-c1ccsc1
  -13 | 0
9. CCNc1cccc(C(=O)NCCCN2CCCC2=O)n1
  8 | 0
10. Cc1ccc(C(=O)NNC(=O)C(=O)NC(C)(C)C)cc1
  / | -4
11. O=C(Nc1ccc2[nH]ncc2c1)C1CCCN1C(=O)Nc1ccc(Br)cc1 (stereo unspecified)
  -12 | -6
12. COc1ccc2c(C(=O)CCl)c[nH]c2c1
  / | 8
13. C=CCNc1cc(=O)n(C)c(=O)n1Cc1cc(C)cc(C)c1
  / | -3
14. c1cc(-n2cnc3c(Nc4ccc(N5CCOCC5)cc4)nc(N4CCN(Cc5ccc6c(c5)OCO6)CC4)nc32)cs1
  51* | 19
15. NC(=O)c1cnc(N2CCN(Cc3ccc4c(c3)OCO4)CC2)s1
  9 | 12

(more compounds)
Sequence of screens: ASK1 primary | ULK1 inh
16. COc1cc(Nc2nc(C)cc(NCc3cccnc3)n2)cc(OC)c1OC
  17 | 13
17. Cc1nn(C)c(C)c1-c1nc(NCCN(C(C)C)C(C)C)c2ncn(-c3ccsc3)c2n1
  -17 | 0
18. CC(C)N(CCNC(=O)c1cncc(-c2ccc(C(=O)NC3CC3)cc2)c1)C(C)C
  4 | 7
19. FC(F)(F)c1ccc(Cn2cnc3c(NC4CCN(Cc5ccccc5)CC4)nc(NCCN4CCOCC4)nc32)cc1
  1 | -4
20. O=C(Nc1ccc2c(c1)OCO2)c1cc(Nc2ccc(N3CCOCC3)cc2)nc2ccccc12
  25 | 7
21. O=C(NN=Cc1ccc([N+](=O)[O-])o1)c1ccc(O)cc1
  / | 8
22. C[C@@H]1CN(C(=O)Nc2cccc(Nc3nccc(-c4ccc(N5CCC(O)CC5)c(C#N)c4)n3)c2)C[C@H](C)O1
  -16 | 76*
23. C[C@]12CCC(=O)C=C1CC[C@@H]1[C@@H]2CC[C@@]2(C)[C@H]1CC[C@@]21CCC(=O)O1
  / | 9
24. c1ccc(N2CCN(c3nc4ncnc(NCCN5CCOCC5)c4[nH]3)CC2)nc1
  -5 | -3
25. O=C(NCCCN1CCCC1=O)c1cnc(Nc2ccc(-n3ccnc3)cc2)s1
  7 | 5
26. COc1cc2nc(-c3cccc(N)c3)nc(NCCOc3ccccc3)c2cc1OC
  -3 | -19
27. COc1cc(Nc2ncnc3c2nc(Nc2ccccc2)n3C(C)C)cc(OC)c1OC
  16 | -38
28. CN1CCN(c2cc(-c3ccncc3)nc(-c3ccccc3)n2)CC1
  / | 4
29. COc1ccc(C(O)c2cccs2)cc1 (stereo unspecified)
  / | -2
30. Nc1nccc(-c2cnc3nc(C4COc5ccc(C(=O)NCCc6cccnc6)cc5C4)[nH]c3c2)n1 (stereo unspecified)
  -35 | -3

(list continues)
Sequence of screens: ASK1 primary | ULK1 inh
31. CCCCCCCCCCCCOS(=O)(=O)O
  / | 19
32. O=C(O)c1ccccc1Nc1cccc(C(F)(F)F)c1
  / | 1
33. CC(C)(C)OC(=O)N1CCCC(Nc2ccc3[nH]ncc3c2)C1 (stereo unspecified)
  1 | 13
34. CC(C)N(CCNc1nc(-c2cccc(N)c2)nc2c1ncn2-c1ccsc1)C(C)C
  -8 | -12
35. CCNc1nc(C)cc(Nc2ccc3c(c2)OCO3)n1
  0 | 21
36. COc1ccc(CCNc2cc(C)nc(Nc3ccccc3)n2)cc1
  4 | -22
37. COc1cccc(CN(CCO)C(=O)Nc2ccc(-c3cn[nH]c3)cc2)c1
  11 | -8
38. Cc1cc(NCCN2CCOCC2)nc(Nc2ccncn2)n1
  7 | 10
39. CN(C)c1cccc(Nc2nc(NCCO)c3ncn(Cc4ccc(C(F)(F)F)cc4)c3n2)c1
  7 | 54*
40. c1ccc(N2CCN(c3nc(Nc4ccc(N5CCOCC5)cc4)c4ncn(-c5ccsc5)c4n3)CC2)nc1
  45* | -3
41. CCCNc1nc(Nc2ccnn2C)nc2nc[nH]c12
  -6 | 7
42. Nc1ccc(-c2ccc3cnc(Nc4ccc(-n5cnc(N6CCOCC6)n5)cc4)nc3c2)cn1
  6 | -9
43. CN1CCN(c2nc(C3COc4ccccc4O3)nc3ccc(-c4cn[nH]c4)cc23)CC1 (stereo unspecified)
  42* | 28
44. COc1ccc(/C(C)=N/NC(=O)Nc2ccccc2)c(OC)c1
  / | 0
45. COc1cc(Nc2cc(NCCc3ccc(O)cc3)ncn2)cc(OC)c1OC
  1 | -16

More records:
Sequence of screens: ASK1 primary | ULK1 inh
46. C[N+](C)(C)CCCCCC[N+](C)(C)C
  / | -7
47. COc1ccc(-c2cccc(C(=O)NCCCN3CCCC3=O)c2)cn1
  4 | 4
48. O=C(NCc1ccccc1)c1csc(N2CCCC2CO)n1 (stereo unspecified)
  -1 | 14
49. CCN(CC)c1nc(NCCN(C(C)C)C(C)C)nc(N2CCN(c3ccccn3)CC2)n1
  7 | 2
50. Cc1nn(CC(=O)NCc2ccco2)c(C)c1[N+](=O)[O-]
  / | -4
51. O=C(CNC(=O)c1ccccc1)NCC(=O)N/N=C/c1ccco1
  / | -6
52. COc1cc(NC(=O)C2COc3ccccc3O2)ccc1-c1cn[nH]c1 (stereo unspecified)
  19 | -14
53. FC(F)(F)c1ccc(Cn2cnc3c(NC4CCN(Cc5ccccc5)CC4)nc(N4CCN(c5ccccn5)CC4)nc32)cc1
  34 | -19
54. Cc1nn(C)c(C)c1-c1ccc(C(=O)NCCCN2CCCC2=O)s1
  7 | 16
55. CCNC(=O)c1cc2c(=O)n3cc(C)ccc3nc2n(Cc2cccnc2)c1=N
  / | -7
56. O=C(Nc1ccc2[nH]ncc2c1)C1CCN(C(=O)c2ccncc2)C1 (stereo unspecified)
  -10 | 4
57. FC(F)(F)c1ccc(Nc2nc(Nc3ccc4c(c3)OCO4)c3ncn(-c4ccsc4)c3n2)cc1
  16 | 7
58. O=C(NC1CC1)c1csc(N2CCN(c3ccccn3)CC2)n1
  0 | 7
59. CC(C)N(CCNc1cc(N2CCN(Cc3ccc4c(c3)OCO4)CC2)nc(N)n1)C(C)C
  -7 | -3
60. CC(C)n1cnc2c(NC3CC3)nc(Nc3cnccn3)nc21
  13 | 13

(continued)
Sequence of screens: ASK1 primary | ULK1 inh
61. O=C(Cc1cn(-c2ccc(NCc3ccc4c(c3)OCO4)nn2)c2ccccc12)NCCOc1ccccc1
  18 | 0
62. Cc1cnc(NCc2ccc3c(c2)OCO3)nc1NCCOc1ccccc1
  5 | -5
63. CNCCC(Oc1ccc(C(F)(F)F)cc1)c1ccccc1 (stereo unspecified)
  / | -11
64. O=C(NCc1cccnc1)c1csc(NC2CCN(Cc3ccccc3)CC2)n1
  -16 | 0
65. O=C(Nc1ccc2[nH]ncc2c1)[C@H](O)COc1ccc(Br)cc1
  -14 | -9
66. CN1CCN(Cc2cccc(NC(=O)c3cccc(-n4cc(NC(=O)Cc5ccccc5)cn4)c3)c2)CC1
  10 | 1
67. CC(=O)c1ccccc1OC(=O)c1cccc([N+](=O)[O-])c1
  / | 10
68. Cc1cc(NCCOc2ccccc2)nc(N2CCC(N3CCOCC3)CC2)n1
  -6 | -16
69. O=C(NCc1cccc(C(F)(F)F)c1)c1cnc(N2CCN(Cc3ccc4c(c3)OCO4)CC2)s1
  -3 | -20
70. CC(=O)Nc1ccc(NC(=O)c2ccnc(-c3cccc(C(C)=O)c3)c2)cc1
  3 | -12
71. Cc1cc(NCCCN2CCCC2=O)nc(-c2ccc(C(=O)N3CCN(C)CC3)cc2)n1
  4 | 5
72. O=C(Nc1ccc2c(c1)OCO2)c1cnc(Nc2ccc(-n3ccnc3)cc2)s1
  21 | 6
73. Fc1cc(-c2nc(Nc3ccc(-n4cnc(N5CCOCC5)n4)cc3)ncc2F)cc(N2CCOCC2)c1
  9 | -1
74. COc1cccc(C(=O)c2oc3ccc(NC(C)=O)cc3c2C)c1
  / | -15
75. COc1ccc(-c2nc(NCCOc3ccccc3)c3[nH]cnc3n2)cn1
  -7 | -6

Next part.
Sequence of screens: ASK1 primary | ULK1 inh
76. c1ccc2c(c1)CCN(c1nc3ncnc(NCCN4CCOCC4)c3[nH]1)C2
  6 | 10
77. CCc1ccccc1N(CC(=O)Nc1ccccc1)S(C)(=O)=O
  / | 3
78. Cc1cnc(Nc2ccc3ncccc3c2)nc1NC1CC1
  8 | 71*
79. O=C(NCc1nc(-c2ccncc2)no1)c1cccs1
  3 | -9
80. CC(C)n1c(-c2ccccc2)nc2c(NCc3nc4ccccc4[nH]3)ncnc21
  -3 | -11
81. CCN(CC)C(=O)C1CCCN(c2nc3c(NCCN4CCOCC4)ncnc3n2C(C)C)C1 (stereo unspecified)
  -10 | 0
82. O=C(NCc1nc2ccccc2[nH]1)C1CCN(c2ccc(Nc3cnccn3)nn2)CC1
  -13 | 15
83. c1ccc(CNc2cc(-c3ccncc3)nc(-c3ccccn3)n2)cc1
  / | 11
84. CC(=O)CC(c1ccccc1)c1c(O)c2ccccc2oc1=O (stereo unspecified)
  / | 1
85. CCN(CC)C(=O)C1CCCN(c2cccc(C(=O)NCCN3CCOCC3)n2)C1 (stereo unspecified)
  -10 | 1
86. COc1ccc(-c2nc3ccc(C(=O)NCc4cccc(C(F)(F)F)c4)cc3s2)cc1
  7 | 1
87. Cc1cnc(NCc2cccnc2)nc1Nc1ccc2c(c1)OCO2
  0 | 7
88. Cn1c(=O)c2c(ncn2CC(O)CN2CCN(CCCSc3ccccc3)CC2)n(C)c1=O (stereo unspecified)
  / | 5
89. c1ccc(-c2cc(N3CCN(c4ccccn4)CC3)nc(-c3ccncc3)n2)nc1
  / | -2
90. COc1ccc2c(c1)CC(C(=O)Nc1ccc(-c3ccnc(N)n3)cc1)CO2 (stereo unspecified)
  1 | 11
91. O=C(Cc1ccc(F)cc1)Nc1cc(Nc2ccccc2-c2nn[nH]n2)c(C(F)(F)F)cn1
  -10 | -16
92. Cc1cccc(C(=O)Nc2cccc(-n3c(C)nc4ncccc4c3=O)c2)c1
  / | 2

Assay outcomes deposited in PubChem by The Scripps Research Institute Molecular Screening Center.
